Bioassay records (PubChem)
Mtb FBA inh: inhibitors of M. tuberculosis fructose-bisphosphate aldolase | hit rate 2.3% among 360,000 | inhibition, % at 1 µM | P9WQA3 | purified M. tuberculosis FBA, fluorescence read-out; in the data active = inhibition above about 27%;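 also: 0% = vehicle and 100% = reference inhibitor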
Target sequence (P9WQA3 whole entry, looked up): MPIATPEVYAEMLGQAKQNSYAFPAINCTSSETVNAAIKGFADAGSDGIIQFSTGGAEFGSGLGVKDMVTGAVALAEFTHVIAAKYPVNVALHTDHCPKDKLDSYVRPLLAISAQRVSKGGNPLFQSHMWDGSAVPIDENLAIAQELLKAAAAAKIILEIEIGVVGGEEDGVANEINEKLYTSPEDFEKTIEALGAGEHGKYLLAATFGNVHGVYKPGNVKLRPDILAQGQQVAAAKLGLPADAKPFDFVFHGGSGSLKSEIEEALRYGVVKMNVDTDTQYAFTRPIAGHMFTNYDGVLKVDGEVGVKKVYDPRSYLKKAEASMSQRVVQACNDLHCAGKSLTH
MazEF act: activators of E. coli MazEF toxin-antitoxin RNase; P0AE70; FAM/BHQ RNA-DNA oligo cleavage fluorescence, 5 h; activation, % at 20 µM; hit rate 0.32% among 350,000; in the data active = activation above about 50%
Target sequence (P0AE70 whole entry, looked up): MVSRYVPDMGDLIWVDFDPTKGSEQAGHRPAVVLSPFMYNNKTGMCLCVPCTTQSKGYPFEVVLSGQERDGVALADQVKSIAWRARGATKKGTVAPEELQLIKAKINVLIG
Rv3671c protease: inhibitors of M. tuberculosis serine protease Rv3671c; P9WHR9; inhibition, % at 5.96 µM; hit rate 0.048% among 320,000; in the data active = inhibition above about 38%;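 also: extracellular domain of Rv3671c used as enzyme; 0% = enzyme with DMSO and 100% = no enzyme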
Target sequence (P9WHR9 whole entry, looked up, the tested form may be a part): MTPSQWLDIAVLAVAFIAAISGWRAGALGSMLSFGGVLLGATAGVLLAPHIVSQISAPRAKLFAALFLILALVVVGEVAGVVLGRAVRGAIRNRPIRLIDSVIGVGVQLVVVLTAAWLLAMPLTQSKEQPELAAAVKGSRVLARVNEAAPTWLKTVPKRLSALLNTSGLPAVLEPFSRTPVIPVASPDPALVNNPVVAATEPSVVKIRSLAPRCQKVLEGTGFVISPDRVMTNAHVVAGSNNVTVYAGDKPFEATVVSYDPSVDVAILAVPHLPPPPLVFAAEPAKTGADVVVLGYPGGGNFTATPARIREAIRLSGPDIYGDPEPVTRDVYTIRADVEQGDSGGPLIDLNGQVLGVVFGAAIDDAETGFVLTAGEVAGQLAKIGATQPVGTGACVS
SSB-PriA inh: K. pneumoniae PriA-SSBct interaction inhibition | AlphaScreen SSBct-PriA binding, biotinylated peptide | hit rate 0.6% among 430,000 | inhibition, % at 33 µM; in the data active = inhibition mostly above about 37%, no sharp cut-off; inactive = mostly below about 20%;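 also: plate controls were negative control peptide for no effect and reference peptide for full effect; strong numbers were not always called active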
GDH-TPI inh: GDH-TPI coupled enzyme inhibition counter-screen | GDH-TPI coupled enzyme counterscreen, NADH absorbance | inhibition, % at 4.8 µM | hit rate 1.2% among 360,000 | AID 588335; in the data active = inhibition above about 30%;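 also: 0% = DMSO wells and 100% = wells lacking the enzyme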
Mtb BioA inh: blocks M. tuberculosis BioA enzyme activity | purified M. tuberculosis BioA enzyme, plate reader | hit rate 0.096% among 360,000 | inhibition, % at 9.99 µM; in the data active = inhibition above about 40%
3CLpro inhibitor: SARS-CoV 3CLpro protease inhibition. AID 1706. inhibition, % at 6 µM. P0C6X7. hit rate 0.14% among 290,000. recombinant SARS-CoV 3CLpro, quenched FRET peptide cleavage; in the data active = inhibition above about 12%
BH1578 lux ind: induces V. cholerae light production without autoinducers; V. cholerae BH1578 lux reporter, luminescence, 6 h; activation, % at 18.7 µM; hit rate 0.16% among 350,000; in the data active = activation mostly above about 9.7%, no sharp cut-off; also: not every result past the cut was called active; inactives centre near 0; reference of the scale not given here
UGM FP inh: inhibitors of M. tuberculosis UDP-galactopyranose mutase | P9WIQ1 | purified UGM, fluorescence polarization probe displacement | inhibition, % at 10 µM | hit rate 0.06% among 320,000 | AID 504406; in the data active = inhibition above about 10%, passing the limit was not always enough
VHR inh abs: DUSP3 (human) phosphatase inhibition | P51452 | hit rate 0.52% among 290,000 | inhibition, % at 13.3 µM | AID 1654 | recombinant VHR phosphatase, pNPP absorbance; in the data active = inhibition above about 50%; also: some compounds called inactive have numbers as strong as hits
Target sequence (P51452 whole entry, looked up): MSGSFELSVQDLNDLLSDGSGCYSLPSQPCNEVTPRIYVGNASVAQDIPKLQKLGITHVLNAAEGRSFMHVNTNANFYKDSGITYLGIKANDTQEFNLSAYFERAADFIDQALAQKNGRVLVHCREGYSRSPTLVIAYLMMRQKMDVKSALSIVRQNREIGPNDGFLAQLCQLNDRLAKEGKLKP
* marks the source's active call; other numbers are inactive results; i = inactive; . = not tested or not shown; & = joins results of further samples. A portion of the library. The share of hits here may be higher or lower than overall.

Below each compound – SSB-PriA inh	UGM FP inh	MazEF act	3CLpro inhibitor	Mtb FBA inh	BH1578 lux ind	Rv3671c protease	Mtb BioA inh	VHR inh abs	GDH-TPI inh
1: COc1ccc(NC(=O)CN2C(=O)COc3ccc(S(=O)(=O)N4CCOCC4)cc32)c(OC)c1
 : -0.4	0.3	6.0	0.3	-1.1	0.0	-8.2	-0.9	-9.0	-1.9
2: COc1ccc(CN2CCC3CC2c2cc(-c4cccc(C)c4)ccc23)cc1 (centres undefined)
 : 4.7	.	5.2	.	-1.8	i	.	1.0	.	-4.7
3: C/C=C/c1ccc(OCC(=O)OCC2=C(C(=O)OCC)C(C)NC(=O)N2)c(OC)c1 (centres undefined)
 : -7.7	-0.3	-3.9	.	6.1	-0.5	17.2	.	.	3.9
4: O=C(NNC(=O)c1ccc(Cl)c(S(=O)(=O)Nc2ccc(Cl)cc2)c1)c1ccc(=O)[nH]c1
 : 0.2	-0.7	2.4	.	0.6	-0.3	-6.6	.	.	-3.9
5: COc1ccc(C(=O)NC(=S)N2CCN(c3ccccc3OC)CC2)cc1OC
 : -3.1	-0.2	5.9	1.9	-2.0	-2.4	-1.3	-0.8	10.4	5.1
6: CCCc1cc(=O)oc2cc(C)cc(OCC(=O)NC3CCN(Cc4ccccc4)CC3)c12
 : -15.8	-1.5	-21.5	-2.0	22.9	i	125.1*	-1.9	7.3	6.0
7: COCCNC(=O)CCN1N=C(c2ccccc2)CCC1=O
 : -4.0	0.4	9.5	-3.1	2.7	-6.7	7.8	-0.3	20.6	-3.0
8: COc1cc(NC(=O)COC(=O)CNC(=O)c2cc(C)cc(C)c2)c(C)cc1[N+](=O)[O-]
 : -5.2	-0.9	-0.8	0.0	0.7	i	2.0	-0.4	-14.2	3.1
9: CCC(C(=O)NCCc1ccc(OC)c(OC)c1)n1nc(C)n2c(cc3occc32)c1=O (centres undefined)
 : 4.1	0.6	3.9	-0.3	-1.9	i	-2.2	0.9	8.0	-1.0
10: Cc1sc2c(c1C)C(=O)/C(=C\Nc1ccccn1)S(=O)(=O)N2C
 : .	2.6	-34.1	0.9	1.1	-0.3	1.4	-1.1	3.5	2.3
11: COC(=O)c1ccc2nc(C(F)(F)F)[nH]c2c1
 : -13.3	-0.4	5.5	-2.3	7.3	1.2	6.2	-0.4	10.3	9.6
12: NC(=O)c1cc(S(=O)(=O)NCc2cccc(Br)c2)cs1
 : -11.7	2.3	8.5	-3.7	3.1	-0.3	0.5	2.5	33.9	3.7
13: O=C(c1ccoc1)N1CCN(c2cc(-c3cccnc3)nc3cc(-c4cccc(Cl)c4)nn23)CC1
 : .	.	-1.5	.	11.7	-0.1	.	-0.1	.	10.3
14: COc1ccc(NC(=O)CSc2nnc(-c3cccs3)n2C)cc1OC
 : -1.5	1.1	11.4	-7.9	0.7	.	-2.1	-1.2	21.3	-2.2
15: Cc1ccc(NC(=O)COC(=O)CN2C(=O)C3CCCCC3C2=O)cc1C (centres undefined)
 : -0.9	-0.1	-2.2	.	-0.4	-2.0	-8.6	1.2	.	-6.0
16: Cc1cc(NC(=O)C2CCCCC2)nc2c1c(=O)oc1ccccc12
 : -6.8	-1.3	-20.2	4.6	1.8	-0.4	4.5	.	2.2	7.6
17: Cc1cc(C)n2nc(SCCC(=O)NCCc3ccccc3)nc2n1
 : -3.5	2.4	-2.0	2.1	2.4	i	-5.5	-0.1	28.6	-1.5
18: Cc1ccc(Cl)cc1NC(=O)c1cc2ccccc2cc1O
 : -8.3	1.2	-6.4	5.7	7.5	0.4	-4.1	-0.6	35.5	-2.5
19: O=C(NC1CCCCC1)C(c1ccccn1)N(C(=O)c1csnn1)c1ccccc1F (centres undefined)
 : -1.1	-2.2	11.5	0.6	-1.2	-0.5	3.0	-0.3	17.0	-6.5
20: C=C1C(=O)C23C(O)C1CCC2C12COC3(O)C(O)C1C(C)(C)CCC2O (centres undefined)
 : .	.	.	.	2.2	-0.3	.	15.2	.	5.6
21: CC(C)(C)c1ccc(C(=O)N2CCC2(C)C(=O)Nc2ccc3nc[nH]c3c2)cc1 (centres undefined)
 : .	.	.	.	-2.0	0.8	.	8.6	.	4.4
22: Cc1ccccc1NC(=O)C1Cc2ccccc2CN1C(=O)OCc1ccccc1 (centres undefined)
 : -14.7	2.7	-2.0	4.9	2.1	-0.4	-11.9	-4.3	-5.3	8.4
23: CN(C)CCCn1c(=S)[nH]c2ccccc2c1=O
 : -1.8	0.7	-6.1	1.1	2.4	-0.3	8.3	3.6	29.3	3.8
24: Cc1ccnc2nc(C(=O)OC(C)C(=O)NCc3ccccc3)nn12 (centres undefined)
 : -0.8	-1.5	8.1	.	0.5	-3.1	3.6	-0.2	.	1.8
25: COCCN1C[C@@H](CO)O[C@@H](n2cnc3c(NC(C)C)ncnc32)C1
 : .	.	.	.	-3.9	-0.8	.	0.9	.	1.8
26: O=C(CN1CCN(CC(=O)Nc2ccccn2)CC1)Nc1ccccn1
 : 3.9	1.0	6.0	5.8	4.4	-8.3	-22.5	0.3	21.7	-2.3
27: COC(=O)COc1ccc(NC(=O)Cn2nc(-c3ccccc3)c3ccccc3c2=O)cc1
 : -9.4	-0.2	-45.9	4.4	4.5	-0.3	12.6	-0.3	7.4	8.9
28: c1ccc(-c2nc(-c3cccs3)[nH]c2-c2ccccc2)cc1
 : -7.8	0.1	10.4	3.0	63.1*	0.2	3.7	0.2	43.0	17.9
29: Cc1ccc(C)c(N(CC(=O)NCc2ccc3c(c2)OCO3)C(=O)CCC(=O)Nc2ccccn2)c1
 : 0.6	-1.0	-5.4	-2.1	10.3	i	8.4	0.6	1.5	-2.5
30: C=CCNC(=S)Nc1cccc2ccccc12
 : 0.3	0.1	1.8	3.4	1.2	i	2.9	.	-0.6	-1.2

Arranged by molar mass (smallest number first): some entries from above.
Below each compound – SSB-PriA inh	UGM FP inh	MazEF act	3CLpro inhibitor	Mtb FBA inh	BH1578 lux ind	Rv3671c protease	Mtb BioA inh	VHR inh abs	GDH-TPI inh
30: C=CCNC(=S)Nc1cccc2ccccc12
 : 0.3	0.1	1.8	3.4	1.2	i	2.9	.	-0.6	-1.2
11: COC(=O)c1ccc2nc(C(F)(F)F)[nH]c2c1
 : -13.3	-0.4	5.5	-2.3	7.3	1.2	6.2	-0.4	10.3	9.6
7: COCCNC(=O)CCN1N=C(c2ccccc2)CCC1=O
 : -4.0	0.4	9.5	-3.1	2.7	-6.7	7.8	-0.3	20.6	-3.0
16: Cc1cc(NC(=O)C2CCCCC2)nc2c1c(=O)oc1ccccc12
 : -6.8	-1.3	-20.2	4.6	1.8	-0.4	4.5	.	2.2	7.6
24: Cc1ccnc2nc(C(=O)OC(C)C(=O)NCc3ccccc3)nn12 (centres undefined)
 : -0.8	-1.5	8.1	.	0.5	-3.1	3.6	-0.2	.	1.8
25: COCCN1C[C@@H](CO)O[C@@H](n2cnc3c(NC(C)C)ncnc32)C1
 : .	.	.	.	-3.9	-0.8	.	0.9	.	1.8
22: Cc1ccccc1NC(=O)C1Cc2ccccc2CN1C(=O)OCc1ccccc1 (centres undefined)
 : -14.7	2.7	-2.0	4.9	2.1	-0.4	-11.9	-4.3	-5.3	8.4
3: C/C=C/c1ccc(OCC(=O)OCC2=C(C(=O)OCC)C(C)NC(=O)N2)c(OC)c1 (centres undefined)
 : -7.7	-0.3	-3.9	.	6.1	-0.5	17.2	.	.	3.9
8: COc1cc(NC(=O)COC(=O)CNC(=O)c2cc(C)cc(C)c2)c(C)cc1[N+](=O)[O-]
 : -5.2	-0.9	-0.8	0.0	0.7	i	2.0	-0.4	-14.2	3.1
29: Cc1ccc(C)c(N(CC(=O)NCc2ccc3c(c2)OCO3)C(=O)CCC(=O)Nc2ccccn2)c1
 : 0.6	-1.0	-5.4	-2.1	10.3	i	8.4	0.6	1.5	-2.5

(continued)
Below each compound – SSB-PriA inh	UGM FP inh	MazEF act	3CLpro inhibitor	Mtb FBA inh	BH1578 lux ind	Rv3671c protease	Mtb BioA inh	VHR inh abs	GDH-TPI inh
31: CCN(CC)S(=O)(=O)c1cccc(S(=O)(=O)N2CCCCC2)c1
 : -8.8	-2.8	-8.2	4.5	-0.8	-5.9	-0.6	-0.4	-4.6	1.8
32: Cn1c(C(=O)Nc2ccc(Cl)cc2)cc2cc(Cl)ccc21
 : -17.3	1.2	-6.7	-0.6	4.5	i	-5.4	-1.5	25.0	15.4
33: CSc1nc(Nc2ccc(Cl)cc2)c(C#N)c(=O)[nH]1
 : -17.2	-0.2	-2.8	-5.3	2.8	-0.6	6.5	0.4	3.5	3.0
34: OCCN1C[C@H](O)[C@@H](O)[C@H](O)[C@H]1CO
 : .	0.8	.	-2.3	.	.	5.0	.	34.7	.
35: O=S(=O)(c1ccc(NC(=S)N2CCCCC2)cc1)N1CCCCC1
 : .	.	6.4	.	-0.1	i	.	.	.	-7.6
36: O=C(O)c1ccc2nnn(O)c2c1
 : -27.4	6.3	8.1	2.3	-0.7	0.4	7.8	-0.8	18.6	-11.4
37: O=c1[nH]n2c(=O)c3c([nH]c2c1N=Nc1ccccc1)CCC3
 : 0.6	1.3	4.0	0.8	-33.8	-0.2	3.9	4.1	1.7	9.9
38: O=C(O)c1cccc2c1-c1ccc(Cl)cc1C2=O
 : -4.8	.	2.5	.	-1.1	1.1	.	.	.	0.0
39: CC(C)(C)c1ccc(S(=O)(=O)C(C)(C)C)cc1
 : -1.8	0.5	5.4	-3.3	-2.9	-0.2	6.0	-1.3	18.8	5.5
40: Nc1nc(-c2ccco2)c(-c2ccco2)s1
 : -1.5	4.2	-67.1	-5.7	14.0	0.5	-4.0	.	13.6	-2.5
41: O=C(CN(C(=O)Cn1nnc(-c2cccs2)n1)c1ccc2c(c1)OCCO2)NCC1CCCO1 (centres undefined)
 : -4.2	2.1	0.2	3.6	1.7	-1.6	-14.6	-1.1	17.1	7.3
42: O=C(NCCc1ccc(F)cc1)c1cccs1
 : -1.9	2.3	3.6	-1.9	-2.0	-0.2	-2.6	.	31.3	14.7
43: Cc1ccsc1C(C(=O)NC(C)(C)C)N(C(=O)c1csnn1)c1ccccc1 (centres undefined)
 : -6.5	-1.4	7.6	4.1	-0.6	i	1.2	.	3.1	-3.8
44: C/C=C/c1cnc2c(c1)C(=O)N([C@H](C)CO)C[C@@H](C)[C@@H](CN(C)C(=O)NC1CCCC1)O2
 : .	.	-4.0	.	3.4	-0.3	.	-4.6&-5.9	.	-5.2
45: C/C(=N\Nc1cc(N2CCOCC2)nc(C)n1)c1ccc(F)cc1
 : .	-1.5	0.8	3.7	-1.8	-0.3	-4.9	-1.2	1.7	3.9
46: O=S(=O)(c1ccc(Cl)c(S(=O)(=O)N2CCCC2)c1)N1CCCC1
 : -6.5	-0.6	4.7	-4.5	2.1	0.7	8.8	.	-0.4	6.3
47: Cn1cccc1C(=O)OCC(=O)N1CCc2ccccc21
 : 11.7	1.1	3.4	.	-1.0	-5.0	2.0	-1.8	.	0.0
48: COCCN(C(=O)COC(=O)c1ccc2[nH]c(C)c(C)c2c1)c1c(N)n(Cc2ccccc2)c(=O)[nH]c1=O
 : 0.4	-0.7	-15.9	.	1.0	i	-5.7	.	.	0.3
49: COCOCCn1cc(CN2CCS(=O)(=O)N(Cc3ccc(-c4ccccc4)cc3)C(C(C)C)C2=O)nn1 (centres undefined)
 : .	.	13.0	.	4.2	-0.4	.	2.1	.	1.4
50: CCOc1ccccc1NC(=O)CSc1nc2ccccc2c(=O)n1CC1CCCO1 (centres undefined)
 : -6.9	0.8	2.0	3.4	1.9	-0.2	5.0	.	36.0	-3.7
51: CCCCNC(=O)C1CC(c2cccc(F)c2)=NO1 (centres undefined)
 : -8.3	0.6	1.4	.	0.5	-0.6	0.1	0.5	3.5	8.3
52: CCOC(=O)N1CCC(NC(=O)c2ccc3c(c2)N=C(CC)c2cc(C)ccc2S3)CC1
 : 3.6	-1.6	-11.7	1.7	0.3	-0.2	-4.2	-0.8	3.9	3.9
53: CCN(C(=O)C(C)Sc1ccc(S(=O)(=O)N2CCN(C)CC2)cn1)c1ccccc1 (centres undefined)
 : 7.2	.	4.2	.	0.3	-0.3	0.4	0.3	.	0.4
54: Cc1ccc(OCC(=O)N2CCc3ccccc3C2)cc1
 : 2.6	-0.8	-0.2	-4.0	1.0	-0.2	-8.1	3.2	47.4	0.0
